LGR2 antag: Drosophila LGR2 receptor signaling inhibition; HEK293 LGR2, CRE-luciferase, bursicon-stimulated, 4 h; inhibition, % at 9.99 µM; 380,000 compounds, 0.35% hits; AID 720647;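 active = drop in luminescence signal, shown as inhibition above about 50% in the replicate tests, limit read from the data, passing the limit was not always enough; inconclusive = probably only some replicates passing the limit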;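 note: agonist challenge used bursicon conditioned medium at about half maximal strength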
miR-122 sensor: inhibitors of miR-122 in Huh7 cells | Huh7 miR-122 Renilla luciferase sensor, 48 h; neutral wells = 0, positive control = 100 | activation (reporter increase), % at 12.5 µM | 340,000 compounds, 0.3% hits | AID 602342;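 active = mean replicate activation score at least 90 and every replicate individually at or above 90; inconclusive = only one of the two criteria met; inactive = neither criterion met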;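 note: higher luciferase means less miR-122 activity so hits act as miR-122 inhibitors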
EWS-Fli block: EWS/Fli transcriptional activity inhibition. A673 NR0B1-luciferase reporter, viability-normalised. inhibition, % at 12.6 µM. 350,000 compounds, 0.67% hits;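 active = mean inhibition of at least 50% after viability correction, with every replicate also passing that limit; inconclusive = mean reaches 50% but only one of two replicates passes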;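 note: firefly luciferase signal divided by Alamar Blue viability fluorescence both relative to DMSO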
Casp6 inh: blocks human caspase-6 cleavage activity; purified caspase-6, Z-VEID-R110 cleavage fluorescence; inhibition, % at 12.5 µM; 350,000 compounds, 0.53% hits; AID 686996;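 active = mean inhibition across replicates at least about 35%, with every replicate also reaching that limit, limit read from the data; inconclusive = only one of the two criteria met; inactive = neither criterion met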;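 note: 0% = median of neutral control wells and 100% = no fluorescence left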
Target sequence (P55212 24-179 limits assumed): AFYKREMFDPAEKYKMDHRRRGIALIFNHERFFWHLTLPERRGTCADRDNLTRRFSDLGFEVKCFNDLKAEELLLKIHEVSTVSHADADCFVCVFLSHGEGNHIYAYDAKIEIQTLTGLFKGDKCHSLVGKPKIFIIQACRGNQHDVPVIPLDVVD
Target sequence (P55212 194-293 limits assumed): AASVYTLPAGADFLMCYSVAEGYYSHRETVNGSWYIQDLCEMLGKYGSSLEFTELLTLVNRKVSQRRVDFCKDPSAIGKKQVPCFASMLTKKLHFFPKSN
PAX8 reporter: lowers PAX8-driven luciferase in RMG-I cells. RMG-I TPO-luciferase reporter, SteadyGlo, 24 h. inhibition, % at 12.6 µM. 360,000 compounds, 1.2% hits;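 active = mean replicate inhibition at least 60% with every replicate also reaching 60%; inconclusive = only one of the two criteria is met; inactive = mean below 60% and not all replicates reaching 60%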;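 note: luciferase light reporting Pax8 driven TPO promoter activity; plate controls were median of neutral control wells for no effect and mitoxantrone controls for full effect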
FN deposition inh: fibronectin deposition inhibition; AH1F fibroblasts, Alexa488-fibronectin deposition fluorescence, overnight; 350,000 compounds, 0.086% hits; inhibition, % at 12.6 µM;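 active = mean inhibition across replicates of 30% or more, regardless of how many single replicates reach that level; inconclusive = mean under 30% yet at least half of replicates reach 30%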;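 note: positive control wells lacked labelled fibronectin entirely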
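Assay system: AH1F fibroblasts assembling fluorescent fibronectin matrix; Amount: 10000 AH1F cells per well; Buffer or medium: DMEM, 2% serum; Probe or stimulus: Alexa488-fibronectin, 24 nM final in well; Doses: single compound dose, delivered by pin transfer; Incubation: 1 h adhesion, overnight exposure; Measured by: fluorescence 485/525 nm; Read-out: fibronectin deposition inhibition.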
PGC1a acetyl inh: PGC1a acetylation modulation, inhibitor mode; U2OS PGC1a acetylation, AlphaScreen anti-acetyl-lysine; with virally co-expressed GCN5 acetyltransferase; inhibition, % at 15.6 µM; 350,000 compounds, 0.17% hits;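 active = every replicate shows inhibition of at least 40%; inconclusive = mean inhibition at least 40% but some replicate below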;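 note: 0% = neutral control wells and 100% = positive control wells; some results beyond the cut were filed as inactive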
Cneo AK release: Cryptococcus neoformans lysis via adenylate kinase release; C. neoformans lysis, adenylate kinase release luminescence, 4 h; normalised: neutral wells 0, clomiphene wells 100; lysis activity, % at 15 µM; 360,000 compounds, 0.2% hits;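 active = mean lysis activity across replicates of at least 80%, whatever share of replicates individually reach that level; inactive = mean lysis activity below 80%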
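Test system: log-phase Cryptococcus neoformans yeast cells; Quantity: yeast cell density of 5 × 10^6 cells/mL; Buffer or medium: YPD; Doses: single compound concentration per well; Timing: 4 h at 37 °C static, read 1 h later; Measured by: AK luminescence; Read-out basis: lysis from increased AK signal; Control set: Clomiphene as positive control.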
The depositor's hits bear a star; ? = inconclusive; / = no result given; [ ] = remark or other dose.

SMILES	LGR2 antag	miR-122 sensor	EWS-Fli block	Casp6 inh	PAX8 reporter	FN deposition inh	PGC1a acetyl inh	Cneo AK release
CC1=[N+](C)c2c(ccc3cccnc23)C1(C)C	?	/	20	0	85*	-45	12	/
CC(Sc1nc2scc(-c3ccccc3)c2c(=O)[nH]1)C(=O)NC(N)=O (configuration not stated)	-2	4	16	-2	24	-3	4	3
CCC(=O)c1c(NC(C)C)cc(C)oc1=O	-10	/	-6	-2	-7	-4	6	/
Cc1c(C(=O)OC(C)C)sc(NC(=O)C2CCCO2)c1C(=O)OC(C)C (configuration not stated)	1	-2	11	0	/	/	7	1
O=C(OC(C(=O)NCc1ccccc1)c1ccccc1F)c1ccco1 (configuration not stated)	-1	0	-8	3	-10	5	/	-1
CC(=O)Nc1sc(C)c(C)c1C(=O)OCCOc1ccccc1	-30	0	-50	1	-216	9	-2	-3
O=C(C[C@H]1C=C[C@@H](NC(=O)C2CC2)[C@@H](CO)O1)Nc1ccccc1	-5	/	1	0	-15	/	12	-2
Cc1noc(C)c1CSCC(=O)Nc1ccc(S(C)(=O)=O)cc1	-4	-8	4	-3	-2	0	-6	1
Cc1ccc(NC(=S)Nc2ccc(OC(F)F)c(Cl)c2)cc1F	/	/	-17	-1	-25	10	/	/
COc1ccc(CNC(=O)CN(c2ccc(OC)cc2)S(=O)(=O)c2c(C)[nH]c(=O)[nH]c2=O)cc1	19	/	0	-5	-6	-12	8	-2
CO[C@H]1CN(C)C(=O)c2cc(NS(=O)(=O)c3cn(C)cn3)ccc2OC[C@H](C)N(CCC(F)(F)F)C[C@H]1C	-1	/	14	-1	-5	/	-5	-9
COc1ccc(C)cc1NC(=O)NCCC1=CCCCC1	-6	0	-7	0	/	/	-5	2
Cc1ccc(C)c(NC(=S)NNC(=O)c2sccc2C)c1	/	3	/	/	/	-5	-8	2
O=C(CCc1nnc(-c2ccccc2)o1)c1ccc(Cl)cc1	-14	-8	2	-2	-13	-12	13	1
N#Cc1cc(C#N)c(SCC(=O)NCC2CCCO2)nc1N (configuration not stated)	-4	-5	2	-2	-6	-4	-9	/
CO[C@H]1CN(C)C(=O)c2cc(NC(=O)C3CC3)ccc2OC[C@@H](C)N(C(=O)c2cccnc2)C[C@@H]1C	2	/	-1	2	/	14	5	-3
O=C(Nc1ccc(-c2cnco2)cc1)c1ccccc1	/	/	-106	0	-166	0	/	/
CSc1ccccc1C(=O)NCC(c1ccco1)N(C)C (configuration not stated)	-2	-2	10	4	-4	13	-3	0
CCC(C)N(C(=O)Cn1c(Cl)nc2c1c(=O)n(C)c(=O)n2C)C1CCS(=O)(=O)C1 (configuration not stated)	-1	-2	/	2	1	2	5	4
CO[C@@H]1CN(C)C(=O)c2cc(NC(C)=O)ccc2OC[C@H](C)N(Cc2ccccc2C(=O)O)C[C@H]1C	-12	25[16.7 µM]	0	2	-9	-8	5	0
N#CCCN(C(=S)NC(=O)C1CCCCC1)c1ccccc1F	1	-2	6	4	-7	8	-2	-1
CC(=O)N(C)C[C@@H]1Oc2ncc(-c3ccc(C(=O)N(C)C)cc3)cc2C(=O)N([C@H](C)CO)C[C@H]1C	13	-4[16.7 µM]	-14	-3	-1	/	0	2
CC(C)(C)NC(=O)c1ccc(NC(=O)C2COc3ccccc3O2)cc1 (configuration not stated)	/	3	/	/	19	-1	-2	5
COc1cc(NS(=O)(=O)N2CCCC2)cc(OC)c1OC	-20	-5	/	/	/	/	-15	-2
O=C(Nc1ccc(Br)cc1)c1ccco1	-29	7	-90	0	/	/	0	-2

The results go on.
SMILES	LGR2 antag	miR-122 sensor	EWS-Fli block	Casp6 inh	PAX8 reporter	FN deposition inh	PGC1a acetyl inh	Cneo AK release
CNC[C@H]1OCCCC[C@@H](C)Oc2ccc(NC(=O)NC(C)C)cc2C(=O)N([C@H](C)CO)C[C@@H]1C	2	2[16.7 µM]	/	-4	-8	9	3	-1
COC(=O)c1ccccc1NC(=O)C1CCN(C(=O)N2CCOc3ccccc32)CC1	9	0	1	-1	10	12	-13	0
Cc1cccc(N(C(=O)CNC(=O)c2ccco2)C(C(=O)NC2CCCC2)c2ccncc2)c1 (configuration not stated)	-8	-2	/	/	/	/	-4	1
CCC(C)(C)NC(=O)CN(C(=O)c1csnn1)c1cccc2c1CCCC2	10	-2	1	1	-9	-6	/	/
Cc1ccc(NC(=O)n2ncc3c(C)cccc32)c(C)c1	-7	1	-39	-3	-54	-3	/	-1
CN(C)C(=O)c1ccc(-c2ccccc2[C@@H]2[C@@H](CO)N(C(=O)C3CCC3)[C@H]2C#N)cc1	7	/	-5	3	0	-8	0	/
CC(C)CNC(=O)CSc1n[nH]c(=O)n1CCc1ccccc1	1	/	10	-2	9	1	/	0
Cc1ccccc1Cn1c(C)cc(C)c(C#N)c1=O	2	/	-9	-1	3	/	-3	/
COC(=O)C1=C(C(=O)OC)[C@@H]2Nc3ccccc3[C@@]23C[C@@H](C(=O)OC)N(C(C)=O)C3=N1	4	-11	2	3	-19	10	/	0
Cc1sc2nc(CN3CCOCC3)nc(NS(=O)(=O)c3ccc4c(c3)OCCO4)c2c1C	/	3	/	/	/	-4	8	0
C[C@@H](O)C#Cc1ccc([C@@H]2[C@H](CO)N3CCCCN(C(=O)Nc4ccccc4)C[C@@H]23)cc1	2	24[16.7 µM]	-7	1	4	/	12	1
Cc1cc(OCCn2cncn2)ccc1[N+](=O)[O-]	7	/	3	-1	-10	1	/	1
C[C@H](CO)N1C[C@H](C)[C@@H](CN(C)C(=O)c2ccncc2)Oc2ncc(/C=C/c3ccccc3)cc2C1=O	2	0[16.7 µM]	-11	0	/	/	-16	10
CC1=CC(C)(C)NC(=S)N1CCO	5	-9	6	-2	13	-3	/	-1
O=S(=O)(Nc1nc2ccccc2s1)c1ccc(Br)s1	/	32	18	0	/	/	/	2
Cc1cccc(NC(=O)NC2(C(=O)NCc3ccco3)CCCCC2)c1	10	/	-6	0	6	4	/	-1
COc1ccc(Cn2cc(CN3CC(N4CCN(CCO)CC4)CS3(=O)=O)nn2)cc1 (configuration not stated)	0	/	2	-2	12	-11	/	/
O=C(NCc1ccccc1)c1ccc(NC(=O)c2ccco2)cc1	-4	-5	/	-1	-20	/	/	-2
CCOc1ccc(CC(=O)NCC2(N3CCCCC3)CCCCC2)cc1	-23	/	1	-1	5	-10	-2	/
Cc1nn(C)cc1S(=O)(=O)Nc1ccccc1Br	-6	-8	-5	3	/	3	1	-1
O=C(CN1C(=O)C2CC=CCC2C1=O)NC1CCCCC1 (configuration not stated)	-3	-1	-3	0	0	-8	11	0
O=C(NCC[C@H]1CC[C@H](NS(=O)(=O)c2cccc(F)c2)[C@H](CO)O1)C1CCCC1	-3	14[16.7 µM]	2	0	-9	-1	8	-2
CCCCN(C(=O)COC(=O)c1nc2nccc(C)n2n1)C1CCS(=O)(=O)C1 (configuration not stated)	12	-10	3	-4	-1	-6	3	4
CCOC(=O)N1CCN(C(=O)C(CC(C)C)NS(=O)(=O)c2ccc(C)cc2)CC1 (configuration not stated)	-14	-9	2	-2	-14	-11	-9	-1
CCN(CC)Cc1c(C(=O)N/N=C/c2cccc(OCc3ccc(F)cc3)c2)nnn1-c1nonc1N	6	-7	/	-4	4	-1	-6	-1

The results go on:
SMILES	LGR2 antag	miR-122 sensor	EWS-Fli block	Casp6 inh	PAX8 reporter	FN deposition inh	PGC1a acetyl inh	Cneo AK release
CCN1CCN(c2ccc(S(=O)(=O)N3CCCCC3)cc2NC(=O)/C=C/c2cc(OC)ccc2OC)CC1	16	-6	17	-4	-5	-1	/	-2
CCOC(=O)c1nnn(CC(=O)Nc2ccccc2OC)c1C(=O)OCC	/	-6	/	/	11	-1	4	0
COc1ccc(S(=O)(=O)Nc2noc3ccccc23)cc1OC	-13	30	4	-4	13	6	0	-1
COc1cc(/C=C2/C(=O)N(c3ccc(C)c(C)c3)N=C2C)cc([N+](=O)[O-])c1O	11	0	-4	3	-2	-2	/	0
Cc1cc(Cl)ccc1NC(=O)C1CCN(S(C)(=O)=O)CC1	8	-4	-1	0	-6	/	13	-2
COC(=O)CN(C#N)c1nc(NC(C)C)nc(OC)n1	9	8	/	/	/	/	10	3
Cc1cccc(N/C(=N/S(=O)(=O)c2ccccc2)c2ccccc2)n1	10	-1	/	3	-21	/	/	3
Cc1cc(C(=O)N/N=C/c2ccccc2[N+](=O)[O-])c(C)o1	-19	/	-77	-5	-138	6	2	/
CCOc1ccc(-c2nn(-c3ccccc3)cc2/C=C(\C#N)S(=O)(=O)c2ccccc2)cc1C	2	20	/	/	/	/	9	-1
Cc1nc(NC(=O)c2ccccc2)sc1-c1cc(C(=O)O)nn1Cc1ccccc1	-10	8	18	1	-12	-9	/	-1
COc1ccccc1OCC(O)CO (configuration not stated)	-4	0	-14	-2	-1	8	7	0
COc1ccccc1C(=O)NCC(=O)OCC(=O)Nc1cccc(S(=O)(=O)N(C)C)c1	3	-3	4	0	8	8	7	4
CC(C)NC(=O)Nc1ccc2c(c1)C(=O)N([C@H](C)CO)C[C@H](C)[C@@H](CN(C)S(=O)(=O)c1cn(C)cn1)OCCCC[C@@H](C)O2	5	-2[16.7 µM]	-5	-1	-1	3	1	-3
CC(C)N(C[C@@H]1CSCCS(=O)(=O)N1)C1CCCCC1	2	/	-3	-9	-15	-1	/	/
CS(=O)(=O)c1ccc(-c2cn3cc(C(=O)O)ccc3n2)cc1	77*	-3	1	1	7	-18	6	2
Cc1noc(C)c1S(=O)(=O)Nc1cccc2c1O[C@@H](CN(C)Cc1ccc(-c3ccccc3)cc1)[C@@H](C)CN([C@H](C)CO)C2=O	-17	1[16.7 µM]	-9	/	/	/	1	/
C/C(=N/N=C(/C)c1cccs1)c1cccs1	-58	/	-98	-3	-140	-4	/	0
O=C(Nc1cccc(Cl)c1)N1CCC(CO)(CCOc2ccccc2)CC1	6	/	1	1	-25	-6	/	/
CCOC(=O)C(C)Oc1c(C(=O)OC)sc2ncccc12 (configuration not stated)	0	/	4	1	0	3	3	/
CCn1c(=O)cc(SCC(=O)Nc2cccc(C)n2)c2ccccc21	-6	/	-2	2	-11	4	/	-1
CC(Oc1ccc2c(c1)oc(=O)c1ccccc12)C(=O)NCCCN1CCOCC1 (configuration not stated)	7	-4	-13	-3	1	-3	-1	1
COCC(=O)Nc1ccc2c(c1)OC[C@@H](C)N(C(=O)c1ccncc1)C[C@@H](C)[C@@H](OC)CN(C)C2=O	9	14[16.7 µM]	-3	2	/	-4	-3	-1
Cc1ccccc1NC(=O)c1ccccc1NC(=O)c1cccs1	-15	1	4	0	-13	3	11	0

Part of the list above, field by field.
> COc1ccccc1OCC(O)CO (configuration not stated)
  LGR2 antag = -4; miR-122 sensor = 0; EWS-Fli block = -14; Casp6 inh = -2; PAX8 reporter = -1; FN deposition inh = 8; PGC1a acetyl inh = 7; Cneo AK release = 0
> COc1ccccc1C(=O)NCC(=O)OCC(=O)Nc1cccc(S(=O)(=O)N(C)C)c1
  LGR2 antag = 3; miR-122 sensor = -3; EWS-Fli block = 4; Casp6 inh = 0; PAX8 reporter = 8; FN deposition inh = 8; PGC1a acetyl inh = 7; Cneo AK release = 4
